Myeloid diff MLP: myeloid differentiation induction | ER-HoxA9 myeloid progenitors, lysozyme-GFP differentiation, flow cytometry | calls only at 10 µM | 360,000 compounds, 1% hits | AID 624256;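 active = normalized GFP-positive differentiation at or above the plate's own cutoff, the solvent-only control mean plus 3 SD; inconclusive = no clear call, values can overlap the other calls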;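 also: cells exposed to compound for four days before flow analysis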
West Nile virus CPE: inhibition of WNV-induced cytopathic effect – cell-based, CPE readout (AID 1621); one-dose CPE inhibition, % at 10 µM; IC50 in µM for titrated hits; West Nile virus-infected cells, CPE inhibition; higher % means a stronger effect; 290,000 compounds, 0.02% hits; in the data active = a potency from the dose series; inconclusive = CPE inhibition mostly from about 3.7% at the one dose, without a potency; inactive = the rest, 99 in 100 with CPE inhibition below about 2.2%; also: strong numbers were not always called active
b-catenin transl: alters nuclear translocation of beta-catenin in HeLa cells; immunofluorescence imaging; nuclear translocation activity, % at 5 µM; 190,000 compounds, 0.3% hits;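 active = nuclear translocation activity above 50% at 5 µM, with a well cell count of 50 or more; inconclusive = wells under 50 cells across six images, flagged as toxic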;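 also: per-cell ratio of nuclear to cytoplasmic median beta-catenin stain intensity; plate controls were DMSO negative control for no effect and GSK-3 inhibitor IX positive control for full effect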
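Test system: human HeLa cells, endogenous beta-catenin. Times: 24 h compound exposure, 37°C. Measured by: beta-catenin immunofluorescence imaging with DAPI.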
WT yeast gro inh: growth inhibition of WT yeast, mitochondrial fusion screen; mitochondrial fusion phenotypic screen, WT strain; inhibition, % at 10 µM; 190,000 compounds, 2.1% hits; AID 1362; in the data active = inhibition above about 58%; tested in S. cerevisiae
Insulin prom up: MIN6 insulin promoter up-regulation. MIN6 insulin promoter-GFP reporter, high-content imaging; hits give high values. 190,000 compounds, 0.3% hits. z-score at 5 µM;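 active = z-score above 3 at 5 µM with at least 500 cells counted in the well; inconclusive = wells under 500 cells, flagged as cytotoxic or low count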
Hep lipid drop: modulators of hepatic lipid droplet formation. AML12 mouse hepatocytes, oleate lipid droplets, BODIPY imaging. inhibition, % at 6.5 µM. 240,000 compounds, 0.4% hits. AID 1656;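 active = lipid droplet intensity inhibited by at least 50%, with more than 500 cells counted; inconclusive = wells with under 300 cells, treated as cytotoxic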
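Test system: AML12 mouse liver cells; schedule: overnight exposure; technique: high-content imaging of BODIPY-stained droplets and DAPI nuclei; read-out: % inhibition of corrected integrated BODIPY droplet signal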
MT stabilize HCS: stabilizes microtubules in HeLa cells. HeLa tubulin immunostaining HCS, 24 h; share of cells brighter than vehicle mean+2SD. % tubulin-high responders, % at 10 µM. 200,000 compounds, 0.83% hits;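 active = plate Z-score above 3 for both tubulin-high and condensed-nucleus cell shares, with cell loss under 80%, at 10 µM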;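 also: anti alpha tubulin signal scored within the nucleus-defined area of each cell; some results filed as inactive read as strong as hits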
Autophagy HCS: modulators of autophagy; calls only at 10 µM (by protocol); MEF GFP-LC3 puncta imaging; test concentration mostly 10 µM; 190,000 compounds, 0.98% hits; AID 463193;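 active = percentage of spot-positive cells more than 3 SD above its plate mean, without a fluorescence outlier flag or 80% toxicity; inconclusive = no clear call, values can overlap the other calls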;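 also: spot-positive cell cutoff set from DMSO-treated cells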
T cell modulator: T cell immune modulation candidate | calls only at 7 µM | 2C CD8+ T cell-vesicle binding, flow cytometry; hits give low values | 330,000 compounds, 0.068% hits;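 active = response, share of CD8 T cells binding vesicles, and their 90th percentile fluorescence all below set limits, cut at about 80% in these data, passing the limit was not always enough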
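Assay system: 2C TCR transgenic mouse naive CD8+ T cells, MACS-purified | Read-out: CD8+ gate FL2 mean fluorescence as % of same-row positive control | Signal: High-throughput flow cytometry with anti-B7-1 and anti-CD8 staining | Timing: Binding step 1.5 h, 37 °C, antibody labelling 20 min, ice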
WT yeast gro inh mutant strain: recorded beside WT yeast gro inh, whose call it bears; inhibition, %; mitochondrial fusion phenotypic screen, mutant strain inhibition
Insulin prom up cell count: further read-out of Insulin prom up, marked with its call; cell count; measured here: cytotoxicity, nuclei count;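 total cells summed across four imaged fields per well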
Hep lipid drop cells 6.5 µM: recorded beside Hep lipid drop, whose call it bears; cell count; measured here: cell count, cytotoxicity flag;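 cells counted across two imaged fields per well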
b-catenin transl cell count 5 µM: further read-out of b-catenin transl, marked with its call; cell count; measured here: cell count, cytotoxicity flag
T cell modulator vesicle-bound %: also measured in T cell modulator; calls as there; double positive events, %; measured here: CD8+ vesicle-bound cell fraction;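 binding gate set so that unloaded-vesicle control wells show 10% double positive cells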
MT stabilize HCS Hoechst-high %: recorded beside MT stabilize HCS, whose call it bears; % Hoechst-high responders; measured here: nuclear condensation Hoechst responders;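 share of cells brighter than vehicle mean plus two SD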
MT stabilize HCS cytotoxicity %: second read-out of MT stabilize HCS, no call of its own (marks repeat the call); toxicity, %; measured here: cytotoxicity by cell density;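 0% = mean cell density of plate MIN control wells and 100% = no cells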
Autophagy HCS cell loss 18 h: second read-out of Autophagy HCS, no call of its own (marks repeat the call); toxicity, %; measured here: cell loss, nuclei count;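 cell loss after 18 h compound exposure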
Myeloid diff MLP GFP+ MAC1+ %: further read-out of Myeloid diff MLP, marked with its call; GFP+ MAC1+ double positive, %; measured here: differentiation confirmed by MAC1 staining
* marks the source's active call; other numbers are inactive results; i = inactive; ? = inconclusive; nt = not tested or not shown.

Values run as follows: Myeloid diff MLP	Myeloid diff MLP GFP+ MAC1+ %	West Nile virus CPE	b-catenin transl	b-catenin transl cell count 5 µM	WT yeast gro inh	WT yeast gro inh mutant strain	Insulin prom up	Insulin prom up cell count	Hep lipid drop	Hep lipid drop cells 6.5 µM	MT stabilize HCS	MT stabilize HCS Hoechst-high %	MT stabilize HCS cytotoxicity %	Autophagy HCS	Autophagy HCS cell loss 18 h	T cell modulator	T cell modulator vesicle-bound %
> CCCC(c1nnnn1Cc1ccc(F)cc1)N1CCN(C)CC1 (stereo not drawn)
    i	0.2	-0.1%	-0.4	1495	22	13	0.04	1412	-22	685	3.1	1.2	3.2	i	-7	i	35
> CN(Cc1ccccc1F)C(=O)c1ccc(Oc2ccccc2)cc1
    i	0.4	-1.0%	nt	nt	nt	nt	nt	nt	16	814	nt	nt	nt	nt	nt	i	41
> COc1ccc2nc(-n3c(O)c(C4=c5ccccc5=NC4=O)[nH]c3=S)sc2c1
    i	1.6	-0.1%	-0.1	1065	26	22	-0.59	1397	10	623	8.6	1.7	0.3	i	5	i	39
> Cc1nn(-c2ccccc2)c(Cl)c1C(=O)NC1CCCCC1
    i	0.4	-0.3%	2.0	965	-8	1	0.97	1526	-32	638	1.4	2.0	3.5	i	-12	i	42
> CC(=O)N1CCC2(CC1)C(C#N)=C(N)Oc1n[nH]c(C(F)(F)F)c12
    i	1.0	-0.2%	5.2	469	-2	3	0.79	1184	9	783	4.4	2.9	6.4	i	-6	i	49
> CC(C)(C)C1CCc2onc(C(=O)Nc3cnn(Cc4ccc(F)cc4)c3)c2C1 (stereo not drawn)
    i	3.9	-0.2%	-0.7	1069	0	-19	-1.7	1837	-17	617	5.4	2.7	3.2	i	-11	i	48
> O=C(c1ccco1)N1C2C=CC(C2)C1(C(F)(F)F)C(F)(F)F (stereo not drawn)
    i	1.0	nt	-0.2	1351	-1	-10	0.29	1666	nt	nt	2.2	1.2	10.0	i	20	i	16
> CCCN(CCC)C1CC(=O)N(Cc2ccccc2)C1=O (stereo not drawn)
    i	1.1	0.3%	-1.7	887	-12	-3	0.43	1212	nt	nt	4.8	2.1	8.3	i	-7	i	47
> CCCCn1c(N)c(N(CCOC)C(=O)c2ccc3c(c2)C(=O)N(c2cc(C)ccc2C)C3=O)c(=O)[nH]c1=O
    i	0.5	0.9%	nt	nt	nt	nt	nt	nt	1	810	nt	nt	nt	nt	nt	i	10
> O=C1c2ccccc2-c2onc3ccc(NCc4ccco4)c1c23
    nt	nt	0.6%	1.7	1130	66*	53*	1.7	1141	nt	nt	8.1	4.2	1.6	i	10	i	17
> CC(=O)Nc1ccc(NC(=O)CN(c2cccc(C)c2)S(C)(=O)=O)cc1
    i	7.9	0.6%	nt	nt	-8	-3	-0.59	961	-3	782	1.0	1.4	2.8	i	-6	i	38
> Cc1ccccc1-n1c(O)c(/C=C/C=Nc2ccccc2)c(=O)[nH]c1=O
    i	0.6	-0.4%	12	541	-2	17	0.2	1339	24	697	2.5	1.8	7.5	i	36	i	9
> Cc1ccc(S(=O)(=O)NCC2CCC(C(=O)NCCCOC(C)C)CC2)cc1 (stereo not drawn)
    nt	nt	-0.3%	3.0	483	3	-9	-0.01	1150	16	780	1.7	2.2	8.3	i	-2	i	49
> CC(=O)c1c(C)oc2ccc(N(C(C)=O)S(=O)(=O)c3ccc(Cl)c([N+](=O)[O-])c3)cc12
    i	1.4	1.7%	-3.3	847	15	-8	0.72	1200	nt	nt	3.9	3.6	7.6	i	8	i	50
> O=C(CSc1nn(-c2ccc(F)cc2)c(=S)s1)NC1CCS(=O)(=O)C1 (stereo not drawn)
    i	0.0	-0.4%	0.5	1472	-4	2	0.1	1434	4	680	3.1	1.1	1.6	i	19	i	39
> COc1cc(/C=C/C(=O)OCC(=O)NCCC2=CCCCC2)ccc1O
    i	0.5	-0.2%	-0.6	1090	12	17	-1	1195	-4	704	4.0	3.3	8.4	i	0	i	16
> Cc1ccc(C(=O)NC2CCCC2)s1
    i	0.6	-0.3%	nt	nt	nt	nt	nt	nt	8	728	nt	nt	nt	nt	nt	i	8
> COc1ccc(N(C(=O)c2ccc(Br)o2)C2C=CS(=O)(=O)C2)c(OC)c1 (stereo not drawn)
    i	0.3	0.2%	0.2	1109	-3	-11	nt	nt	5	714	2.1	1.7	1.9	i	-18	i	29
> O=C(Nc1ccccc1N1CCCC1)c1cccc(F)c1
    i	0.3	-0.9%	nt	nt	nt	nt	nt	nt	-2	806	nt	nt	nt	nt	nt	i	52
> N#Cc1c(N2CCOCC2)nsc1-c1ccc(C(F)(F)F)cc1
    i	0.3	-0.9%	-1.7	1003	nt	nt	-0.36	1512	24	755	nt	nt	nt	nt	nt	i	34
> COc1ccc(C(=O)N(CCCO)C(C)C(=O)NC2CCCCC2)cc1OC (stereo not drawn)
    i	5.9	0.1%	1.3	730	-12	14	0.41	1059	nt	nt	5.2	3.0	8.3	i	2	i	8
> CN1CCN(c2ccc(NC(=O)c3sc4ccccc4c3Cl)cc2)CC1
    i	1.3	1.0%	2.1	1006	17	32	-0.1	1360	-4	648	3.9	2.1	3.9	i	7	i	36
> CC(=O)Nc1ccc2nc(NC(=O)COc3cccc(C)c3)sc2c1
    i	0.7	-0.1%	0.5	1022	16	-1	nt	nt	-63	747	3.6	1.8	5.0	i	-41	i	35
> CCC(c1nnc(SCC(=O)Nc2ccc(S(N)(=O)=O)cc2)n1Cc1ccccc1)N(C)C (stereo not drawn)
    i	0.2	-0.5%	-1.2	1067	-11	11	-0.4	1175	3	686	3.2	4.4	8.0	i	1	i	26
> CSc1ccc(CNCCCN(C)C)cc1
    i	0.1	0.6%	-2.9	1049	-9	-15	-0.48	1571	11	681	5.8	2.1	6.9	i	-15	i	37
> Cc1c(NS(=O)(=O)c2ccc3nc(COc4ccccc4Cl)[nH]c3c2)c(=O)n(-c2ccccc2)n1C
    i	0.2	0.4%	-5.8	1135	-14	0	-0.53	1333	5	700	4.0	3.0	5.7	i	3	i	31
> Cc1cc(NC(=O)c2c(C)noc2C)no1
    i	0.3	0.0%	-2.1	1181	nt	nt	1.2	1598	11	731	nt	nt	nt	nt	nt	i	40
> Cc1nn(-c2ccccc2)c(C)c1/C=N/NC(=O)CSc1nnc(-c2ccccc2)n1-c1ccc(Cl)cc1
    i	0.9	-0.3%	-0.2	476	26	15	0.15	1246	0	651	1.7	1.7	18	i	12	i	50
> COc1cc(C)c(C#N)c(OC)n1
    i	1.2	-0.2%	2.1	1406	-25	-9	0.87	1488	nt	nt	4.6	2.3	5.1	i	-21	i	6
> O=C(c1cccnc1)N1CCN(C(=O)c2ccccc2F)CC1
    i	0.7	-0.2%	-0.4	1214	-1	-12	-0.06	1232	9	738	4.0	1.9	7.4	i	2	i	52
> COc1cc(Cn2nnc3ccccc32)ccc1O
    i	0.6	-0.2%	nt	nt	nt	nt	nt	nt	8	810	nt	nt	nt	nt	nt	i	67
> CC(=O)Nc1ccc(S(=O)(=O)N2CCC(C(=O)c3ccc(F)cc3)CC2)cc1
    i	2.1	-1.0%	nt	nt	nt	nt	nt	nt	-14	710	nt	nt	nt	nt	nt	i	36
> CC(C)CCNC(=O)C(=O)NCCC1=CCCCC1
    i	0.6	-1.1%	nt	nt	0	14	0.31	1342	-2	685	2.0	1.1	4.4	i	-4	i	19
> Cn1c(=O)c2c(ncn2CC(=O)NCc2cccnc2)n(C)c1=O
    nt	nt	-0.1%	-3.2	979	-43	-20	-1.1	1491	nt	nt	3.6	2.0	13	i	34	i	50
> O=C(c1ccc(F)cc1)c1ccc(-c2ccc(F)cc2)nc1
    i	0.8	-0.5%	nt	nt	nt	nt	nt	nt	-7	856	nt	nt	nt	nt	nt	i	43
> CN(C)CCCNc1oc(-c2ccccc2Cl)nc1S(=O)(=O)c1ccc(F)cc1
    i	0.5	?	nt	nt	nt	nt	nt	nt	3	805	nt	nt	nt	nt	nt	i	34
> COc1ccc(C(=O)NC2CCN(S(=O)(=O)c3ccc(C)cc3)CC2)cc1
    i	0.0	-0.8%	nt	nt	nt	nt	nt	nt	9	762	nt	nt	nt	nt	nt	i	67
> Cc1ccc(S(=O)(=O)N2CCN(C3CC4CCC3C4)CC2)cc1 (stereo not drawn)
    i	0.5	-0.6%	nt	nt	nt	nt	nt	nt	-8	820	nt	nt	nt	nt	nt	i	45
> COc1ccc(CCNC(=O)c2ccco2)cc1
    i	1.1	0.1%	0.2	1152	-1	-1	0.4	966	nt	nt	3.8	2.2	5.3	i	6	i	17
> CCOc1cc(S(=O)(=O)N2CCN=C2Cc2ccccc2)ccc1F
    i	1.2	-0.2%	nt	nt	nt	nt	nt	nt	-5	670	nt	nt	nt	nt	nt	i	9
> COCCNS(=O)(=O)c1ccc2c(c1)n(C)c(=O)n2C
    i	0.8	-0.1%	-0.9	1040	-4	-11	-0.95	1098	-18	728	1.3	0.8	8.9	i	-4	i	28
> COc1ccc(OC)c(CCNC(=O)c2nn(C)c3c2CS(=O)(=O)c2ccccc2-3)c1
    i	3.7	-0.9%	nt	nt	nt	nt	nt	nt	0	653	nt	nt	nt	nt	nt	i	37

Taken from above:
Under Hep lipid drop cells 6.5 µM, COCCNS(=O)(=O)c1ccc2c(c1)n(C)c(=O)n2C shows 728
Under Hep lipid drop, COc1cc(Cn2nnc3ccccc32)ccc1O shows 8
